# GASC-1 inh = inhibitors of human GASC-1 (JMJD2C) demethylase; AID 2099; GST-JMJD2C(1-420) H3K9me3 demethylation, DELFIA europium; actives 0.069% (n = 330,000); Q9H3R0; inhibition, % at 2.35 µM;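 active means more than half of a compound's replicate wells show inhibition beyond 50%, single wells judged on their own value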;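 further: signal counts dimethyl H3K9 product captured on neutravidin plate; 0% = median of DMSO wells and 100% = 0.3 times that DMSO median; strong numbers were not always called active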
# PP5 primary = inhibitors of human protein phosphatase 5 (PP5). P53041. purified PP5c, OMFP substrate fluorescence. inhibition, % at 6.7 µM. actives 0.18% (n = 320,000). AID 1987;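 active means inhibition above the campaign's mean inhibition across all tested compounds plus 3 SD, cut at about 9.5% in these data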;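 further: 0% = DMSO only and 100% = 100 µM cantharidin control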
# Target sequence (P53041 whole entry, looked up): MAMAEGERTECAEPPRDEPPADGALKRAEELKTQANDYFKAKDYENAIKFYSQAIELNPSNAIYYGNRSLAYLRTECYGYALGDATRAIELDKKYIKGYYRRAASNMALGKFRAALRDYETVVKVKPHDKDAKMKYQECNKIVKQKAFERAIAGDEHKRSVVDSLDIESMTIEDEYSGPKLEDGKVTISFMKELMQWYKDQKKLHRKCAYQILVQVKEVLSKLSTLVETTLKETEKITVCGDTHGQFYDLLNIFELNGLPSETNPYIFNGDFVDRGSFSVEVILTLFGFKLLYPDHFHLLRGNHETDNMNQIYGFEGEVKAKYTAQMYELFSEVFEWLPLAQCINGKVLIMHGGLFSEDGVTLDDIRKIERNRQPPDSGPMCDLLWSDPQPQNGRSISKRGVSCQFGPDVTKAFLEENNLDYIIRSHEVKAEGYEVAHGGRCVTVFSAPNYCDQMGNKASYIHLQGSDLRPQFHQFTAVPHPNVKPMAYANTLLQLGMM
# procasp3 activ = activators of human procaspase-3; AID 463141; activation, % at 8.5 µM; actives 0.11% (n = 330,000); P42574; recombinant procaspase-3 D3A, Ac-DEVD-pNA absorbance 405 nm;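 active means activation above the mean of all tested compounds plus 3 SD, cut at about 21% in these data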;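 further: 0% = DMSO alone and 100% = DMSO wells spiked with extra 5 µM PC-3 D3A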
#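 Technique: 405 nm absorbance of p-nitroaniline, reads at 0 and 120 min; Test system: Procaspase-3 D3A mutant; Incubation: 1 h enzyme-compound preincubation, then 2 h substrate reaction, 25 °C; Repeats: singlicate, each compound tested once; Benchmarks: low control DMSO wells, high control DMSO plus 5 µM PC-3 D3A.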
# Efflux pump mplx = antifungal efflux pump inhibition, Nile Red retention | S. cerevisiae Candida pump triplex | inhibition, % at 10 µM | actives 0.44% (n = 330,000) | AID 485275;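 active means plate passing quality check with inhibition over a set limit, or well fluorescence over plate mean plus 4 SD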;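 further: Nile Red retained in pooled yeast measured as flow cytometry median fluorescence; 0% = buffer negative control and 100% = Enniatin B positive control; higher means more Nile Red kept so more efflux inhibition; some compounds called inactive have numbers as strong as hits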
# TPT1 inh = inhibitors of Candida albicans tRNA 2'-phosphotransferase TPT1. recombinant caTPT1, FP RNA substrate dephosphorylation. inhibition, % at 5 µM. actives 0.81% (n = 300,000). AID 1962;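 active means inhibition above the mean of all tested compounds plus 3 SD, set per screening campaign, cut at about 24% in these data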;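 further: plate controls were DMSO alone for no effect and ferristatin control at 100 nM for full effect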
# proCasp7 act = activates human procaspase-7, counter-screen for procaspase-3 activators; P55210; activation, % at 8.5 µM; recombinant procaspase-7, Ac-DEVD-pNA absorbance 405 nm; D23A/D198A/D206A triple mutant, cannot self-cleave; scale: DMSO 0, 5 µM enzyme 100; AID 463210; actives 0.093% (n = 330,000);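 active means percent activation above the screen-wide mean plus 3 SD, cut at about 25% in these data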
# Target sequence (P55210 whole entry D23A/D198A/D206A): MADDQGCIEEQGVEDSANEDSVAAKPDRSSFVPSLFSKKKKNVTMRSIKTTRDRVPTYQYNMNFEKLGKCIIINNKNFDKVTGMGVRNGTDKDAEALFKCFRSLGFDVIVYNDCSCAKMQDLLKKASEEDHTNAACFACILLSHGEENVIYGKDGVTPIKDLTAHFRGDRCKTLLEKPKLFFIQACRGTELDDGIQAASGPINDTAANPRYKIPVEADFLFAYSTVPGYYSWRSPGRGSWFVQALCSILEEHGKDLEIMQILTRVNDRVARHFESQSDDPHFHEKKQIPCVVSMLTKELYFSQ
#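 Detection: p-Nitroaniline absorbance at 405 nm, read at 0 and 120 min; system: Uncleavable procaspase-7 mutant enzyme; evaluation: % activation from two-timepoint absorbance difference, scaled to controls; times: 1 h enzyme–compound preincubation and 2 h substrate reaction, both 25 °C; buffer or medium: Zinc-free HEPES pH 7.4 with 300 mM NaCl, 0.01% Triton X-100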
# core dimer inh = HCV core protein dimerization inhibition. TR-FRET GST/Flag-core106 dimerization, 1536-well. inhibition, % at 5 µM. actives 0.33% (n = 300,000). AID 1899;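 active means inhibition above the mean of all tested compounds plus 3 SD, set per screening campaign, cut at about 45% in these data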
#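 test system = GST/Flag-tagged HCV core106 proteins | probe or stimulus = Eu donor and XL665 acceptor anti-tag antibodies | times = compound-protein-antibody incubation 4 h at 22.5 °C | signal = TR-FRET, excitation 340 nm, emission 617 and 671 nm | measure = percent inhibition of core106 dimerization signal | controls = wells lacking GST-core106 and wells with excess unlabelled core106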
# PP1 counter = blocks human PP1-alpha phosphatase, a PP5 counter-screen. P62136. purified PP1alpha, OMFP fluorescence. inhibition, % at 6.7 µM. actives 0.9% (n = 320,000);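 active means inhibition above the mean inhibition of all tested compounds plus 3 SD, computed separately for each screening campaign, cut at about 15% in these data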
# Fh CTSL1 inh = cathepsin L1 inhibition, PFM18AAP counter-screen; recombinant F. hepatica cathepsin L1, Z-Leu-Arg-MCA fluorescence; inhibition, % at 5.96 µM; actives 0.49% (n = 300,000); AID 1906;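 active means inhibition above the mean of all tested compounds plus 3 SD, set per screening campaign, cut at about 17% in these data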;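 further: 0% = plate median of test compound wells and 100% = 1 µM Z-Phe-Ala-diazomethylketone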
# The depositor's hits bear a star; · = not tested or not shown.
Structure	GASC-1 inh	Efflux pump mplx	Fh CTSL1 inh	procasp3 activ	TPT1 inh	proCasp7 act	core dimer inh	PP1 counter	PP5 primary
Cc1ccc(-n2nc(C)c(NC(=O)CCl)c2C)cc1C	-1	0.5	1	1	1	-6	-1	4	1.1
O=C(CN1CCN(S(=O)(=O)c2ccccc2)CC1)Nc1ccc(N2CCOCC2)cc1	1	0.2	0	-2	0	2	5	1	1.2
COc1ccc(OC)c(CNc2ccc([N+](=O)[O-])cc2C)c1	49	0.0	1	9	8	2	1	-1	1.6
CCCn1c(-c2ccc(F)cc2)n[nH]c1=S	2	0.0	-1	-2	-2	8	4	-3	1.4
CC1=C(CCN2CCN(C3CCCC3)C(CCO)C2)C(C)(C)CCC1 (stereo unspecified)	-1	-0.1	0	7	0	1	-4	2	-1.5
COc1ccc2sc(-c3ccc(N(C)C)cc3)c(C#CCO)c2c1	4	1.2	·	21	·	8	·	0	4.7
CC1CCCCN1C(=O)CN1CCC(c2nc3ccc(Cl)cc3[nH]2)CC1 (stereo unspecified)	-16	0.2	1	5	2	-3	-1	4	1.6
O=C(CSc1nc(=O)n2ccccc2n1)N1CCCc2ccccc21	5	-0.1	0	-8	-1	15	4	-2	1.6
O=C(CSc1nnc(NC(=O)c2cccc(Cl)c2)s1)NCC1CCCO1 (stereo unspecified)	3	-0.1	-1	2	1	-8	2	-2	3.8
COc1ccc(NC(=O)CCc2ccccc2)cc1S(=O)(=O)N1CCCCC1	3	0.1	·	-7	·	-6	·	-3	-0.9
COc1ccc(C(=O)Nc2ccc3[nH]ncc3c2)cc1OC	-4	0.1	-1	-6	5	-2	-5	2	4.5
COc1ccc(C2C(C(=O)c3ccccc3)=C(C)Nc3nc4ccccc4n32)c(OC)c1 (stereo unspecified)	6	0.2	5	8	-2	-3	13	-3	1.3
O=C(COc1ccccc1)N(Cc1ccccc1)c1nc(-c2ccccc2)cs1	18	0.1	-6	-5	-1	-5	-5	-5	1.1
CC(C)[C@H](NC(=O)N1CCn2c1nc1ccccc12)C(=O)N[C@H](C(=O)O)c1ccccc1	1	-0.2	-5	-5	-4	8	-3	-2	1.9
COC(=O)c1sccc1NC(=O)Nc1cc(C)ccc1C	-1	0.0	1	1	-1	10	6	3	1.7
Cn1c(N)c(C(=O)CN2CCc3ccccc3C2)c(=O)n(C)c1=O	-7	-0.1	0	4	-3	4	-1	-2	-0.6
COc1ccccc1-n1nnnc1SCC(=O)N1CCCC1=O	-2	0.0	3	0	-1	6	-2	0	2.7
O=C(CCN1C(=O)/C(=C/c2ccccc2F)SC1=S)NCCCN1CCOCC1	2	0.4	1	-12	5	-25	-1	-2	2.8
COc1cccc(NC(=O)C(Sc2nnc(-c3ccncc3)n2-c2ccc(Cl)cc2)c2ccccc2)c1 (stereo unspecified)	-5	-0.1	1	11	3	-5	23	2	4.1
C=C1CCN([C@@H](Cc2ccccc2)C(=O)NCc2ccc(Cl)c(Cl)c2)S(=O)(=O)c2ccccc21	-5	0.0	9	1	2	3	-6	3	-2.7
O=C(NCc1nnc(SCC(=O)N2CCCC2)o1)c1ccccc1F	31	0.0	3	6	-6	1	-10	3	1.4
COc1ccccc1NC(=O)C1(C)Cc2ccccc2C(=O)O1 (stereo unspecified)	4	0.0	1	1	-2	4	-12	11	2.2
CCOc1ccc2nc(SCCNS(=O)(=O)c3ccccc3)sc2c1	18	-0.5	9	4	-4	3	-5	1	-5.8
FC(F)Oc1ccc(NC(=S)NCC2COc3ccccc3O2)cc1 (stereo unspecified)	-6	0.0	0	2	-1	5	5	0	2.5
CC(C)Oc1cccc(-c2nnc(SCC(=O)Nc3ccc4c(c3)OCCO4)n2N)c1	0	0.0	4	-5	0	-12	-1	-2	4.6
CCOc1cccc(C(=O)Nc2ccc(NC(=O)c3cc4ccccc4o3)c(OC)c2)c1	-11	0.0	2	-2	-3	-2	16	0	1.6
COc1cccc(CC2(CO)CCN(Cc3cccn3-c3cccnc3)CC2)c1	-21	0.1	1	4	4	13	4	-2	1.0
CC(C)CC(OC(=O)c1ccco1)C(=O)NCC1CCCO1 (stereo unspecified)	-3	0.0	-32	4	3	17	-4	1	2.2
Fc1ccc2nc(Nc3nc4c(F)cc(F)cc4s3)sc2c1	3	0.0	-1	3	-1	4	12	0	-1.6
CCOc1cc(S(=O)(=O)N(CC)CC)ccc1Br	-2	-0.1	-1	5	-3	-2	-3	-2	2.7
COCc1c(C(=O)N/N=C(/C)c2cccs2)nnn1-c1nonc1N	-13	0.0	-3	-4	-3	2	3	-1	0.1
O=C(Cc1cccc2ccccc12)NC(=S)Nc1cccc(C(=O)O)c1	-31	0.0	0	1	-7	-6	10	1	0.4
CCCCN1C(=O)C(=O)N(CC(=O)Nc2sc(C)c(C)c2C(=O)OC)C1=O	-11	0.3	·	-3	·	6	·	1	4.9
Cc1cc(C(=O)NCc2cccs2)n(-c2ccccc2)n1	-4	0.0	3	4	-1	10	-1	2	-1.2
COc1ccc(-c2ccc([C@H]3[C@@H]4C=CCC[C@@]4(C)C(=O)N3Cc3ccccc3)c(F)c2)cc1OC	-2	·	2	0	-4	-13	11	7	4.9
CC(=O)N1CCc2cc(S(=O)(=O)NC3CCCCC3)ccc21	4	-0.1	-2	8	2	0	5	5	1.5
O=C(NC1(C(=O)NC2CCCCC2)CCCCC1)c1ccc2c(c1)OCO2	-14	-0.3	2	0	-2	7	-1	-5	-0.1
CCN(CC)c1ccc(NC(=O)Cn2c(C(C)NC(=O)c3ccccc3)nc3ccccc32)cc1 (stereo unspecified)	8	-0.1	1	2	53*	-4	-3	-3	-0.9
Cn1c(=O)n(C)c2cc(NC(=O)COc3ccc(F)cc3F)ccc21	-22	0.0	-1	2	1	-5	10	-1	-1.7
O=C(COc1ccc(/C=N/NC(=O)c2ccncc2)cc1)Nc1ccc([N+](=O)[O-])cc1	6	-0.5	2	-2	-1	6	6	-3	1.0

# Next section; it opens with the two that closed the last part.
Structure	GASC-1 inh	Efflux pump mplx	Fh CTSL1 inh	procasp3 activ	TPT1 inh	proCasp7 act	core dimer inh	PP1 counter	PP5 primary
Cn1c(=O)n(C)c2cc(NC(=O)COc3ccc(F)cc3F)ccc21	-22	0.0	-1	2	1	-5	10	-1	-1.7
O=C(COc1ccc(/C=N/NC(=O)c2ccncc2)cc1)Nc1ccc([N+](=O)[O-])cc1	6	-0.5	2	-2	-1	6	6	-3	1.0
COc1ccc(CCNC(=O)Cn2nnc(-c3cccc(OC)c3OC)n2)cc1OC	-28	0.7	5	-5	-2	-8	2	-2	2.5
Cc1ccc(NC(=O)c2sc(N)nc2-c2ccccc2)cc1C	4	0.0	34*	-11	-1	-5	-1	8	-3.2
CCOc1ccc(C2c3c(oc4ccccc4c3=O)C(=O)N2c2ccc(C)cn2)cc1OC (stereo unspecified)	-12	0.1	-3	-22	4	-12	15	-11	1.3
Cc1ccc(F)c([C@H]2C3C=CCC(c4ccccc4)C3C(=O)N2Cc2ccccc2)c1 (stereo partly specified)	-1	0.0	2	-2	0	4	17	3	1.7
CN1CCN(S(=O)(=O)c2cccc(C(=O)Nc3nc(-c4ccccc4)cs3)c2)CC1	16	0.0	-2	-8	-3	4	6	-1	1.1
NC(=O)C1CCN(C(=O)COc2ccc(S(=O)(=O)NCc3ccccc3)cc2Cl)CC1	5	-0.2	5	8	-3	-4	-12	-1	1.4
OC(CN1CCN(c2cccc(Cl)c2)CC1)C(c1ccccc1)c1ccccc1 (stereo unspecified)	·	0.0	-2	9	-1	1	-2	7	0.3
O=C1c2ccccc2NC(c2ccccc2)N1c1ccc(O)cc1 (stereo unspecified)	-6	0.1	1	-10	19	-5	-3	-2	0.0
NC(=O)c1sc2nc(-c3cccs3)ccc2c1N	2	0.1	0	-17	19	-11	9	1	-0.1
CCN(CC(=O)Nc1ccc(OC)c(Cl)c1)CC(=O)NC(C)C	31	-0.1	2	5	-2	-6	-4	-6	0.4
Cc1ccc2nc(/C(C#N)=C\c3ccc(N4CCOCC4)o3)[nH]c2c1	3	0.5*	2	-6	139*	4	-51	-2	1.5
NS(=O)(=O)c1ccc(NC(=O)CN2CCCCC2)cc1	1	-0.1	1	4	1	2	-8	6	-2.0
CCc1onc(C)c1C(=O)Nc1ccc(N2CCOCC2)cc1	8	-0.1	·	5	·	-14	·	-3	0.9
COc1cc(C)c(C)cc1S(=O)(=O)N1CCN(Cc2ccccc2)CC1	5	0.0	0	7	0	1	3	-5	-0.5
Cn1nnnc1SCc1cc(=O)n2ccsc2n1	-3	0.0	-4	3	3	8	-1	-5	-1.7
CCCCc1ccc(NC(=S)N2CCCC(CO)C2)cc1 (stereo unspecified)	1	-0.2	0	-2	0	-2	-3	0	3.6
O=C(CCSc1ccc(Br)cc1)c1ccc(O)cc1	-11	0.2	2	-3	-4	-9	6	6	3.5
CCOC(=O)c1c(CCl)nc2ccccc2c1-c1ccccc1	-5	0.1	1	-2	0	-3	7	2	-1.1
O=C(Nc1nncs1)c1cc(-c2ccco2)nc2ccccc12	8	-0.3	·	0	·	-5	·	·	·
O=C(COC(=O)c1ccccc1C(=O)c1ccccc1)NCCc1ccc(Cl)cc1Cl	9	0.8	5	2	-1	3	2	2	2.4
C=C(C)C(=O)Nc1cccc(C2=NOC3(C2)C[C@H](C(N)=O)N(C(=O)C(c2ccccc2)c2ccccc2)C3)c1 (stereo partly specified)	-1	0.0	0	3	-2	3	-157	3	1.5
Nc1cnn(C2CCCO2)c(=O)n1 (stereo unspecified)	23	0.2	0	9	4	1	5	-2	0.5
CS(=O)(=O)c1ccc(C(=O)Nc2cc(S(C)(=O)=O)ccc2Cl)cc1	0	0.0	2	7	-4	1	2	-5	-1.1
CC(=O)c1ccc(NC(=O)C2CCN(S(=O)(=O)c3ccc4c(c3)N(C(C)=O)CCO4)CC2)cc1	-14	0.0	1	9	-2	1	-2	-6	-2.8
CCc1ccc(NC(=O)CCn2cccc2)cc1	100	0.0	-5	-1	-5	-8	28	1	2.6
Nc1ccc(N2CCCCC2)c(Cl)c1	13	0.0	0	5	3	6	1	-2	1.9
O=C(Nc1ccccc1)Nc1ccc(S(=O)(=O)N2CCCCC2)cc1	38	0.0	-3	-1	-3	0	11	6	4.2

# Compound activity: PubChem BioAssay, several laboratories
